# Sm TGR block: S. mansoni TGR enzyme inhibition; Q962Y6; purified TGR, DTNB reduction, TNB absorbance 405 nm; Potency, µM (titrated, usually from 114 µM), for the others: at the top dose activity change, negative = inhibition, usual class: inhibitors; hit rate 3% among 360,000; also: potency is read from the fitted curve at half-maximal effect; nearly all actives have a fitted effect of over 60% in size
#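 Kinetic colorimetric format: TGR-catalysed, NADPH-driven DTNB reduction monitored via TNB absorbance. Enzyme dispensed at 20 nM; compound exposure 15 min at room temperature before reaction start.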
# AMA1 RON2 block: disrupts binding of P. falciparum AMA1 to RON2; Potency, µM (doses to about 58.2 µM), for inactives: at the highest dose activity change, negative = inhibition, hits mostly inhibitors; AID 720542; AlphaScreen AMA1-biotinylated RON2 peptide binding; hit rate 0.2% among 360,000;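 also: potency is read from the fitted curve at half-maximal effect; 0% = vehicle wells and -100% = peptide control; nearly all actives have a fitted effect of over 45% in size; some results filed as inactive show a strong effect at the top dose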
#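 AMA1 (3D7) with his tag at 25 nM final met compounds first, then biotinylated RON2 peptide at 25 nM; detection used donor plus acceptor beads, 10 µg/mL apiece, read by AlphaScreen after 30 min at room temperature.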
# AmpC inh detg: blocks E. coli AmpC beta-lactamase in detergent assay; P00811; AmpC hydrolysis of nitrocefin, absorbance 480 nm, 0.01% Triton; Potency, µM (series often up to 114 µM), without a hit: top-dose activity change, negative = inhibition, actives largely listed as inhibitors; hit rate 0.041% among 370,000; AID 485294;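 also: potency is read from the fitted curve at half-maximal effect; 0% = no-compound wells and -100% = no-enzyme wells; nearly all actives have a fitted effect of over 25% in size; some results filed as inactive show a strong effect at the top dose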
# Target sequence (P00811 whole entry, looked up): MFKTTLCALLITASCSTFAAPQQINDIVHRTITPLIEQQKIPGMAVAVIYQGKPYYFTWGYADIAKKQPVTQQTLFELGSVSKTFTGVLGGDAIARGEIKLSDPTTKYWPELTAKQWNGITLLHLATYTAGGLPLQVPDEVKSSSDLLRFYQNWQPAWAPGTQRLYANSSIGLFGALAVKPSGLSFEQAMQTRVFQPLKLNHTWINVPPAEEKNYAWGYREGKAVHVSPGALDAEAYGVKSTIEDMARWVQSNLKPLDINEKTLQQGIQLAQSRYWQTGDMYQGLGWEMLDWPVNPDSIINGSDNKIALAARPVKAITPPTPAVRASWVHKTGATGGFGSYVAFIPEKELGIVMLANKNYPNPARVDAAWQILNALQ
#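 AmpC (5.3 nM in the dispensed reagent) in 20 mM phosphate pH 7.0 with 0.01% (detergent screen) or 0.0001% Triton X-100 was preincubated with compounds for 15 min at room temperature. Nitrocefin was then added from an 800 uM solution, and hydrolysis was followed at 480 nm.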
# Tb PYK inh: blocks Trypanosoma brucei pyruvate kinase; TbPYK enzyme, Kinase-Glo Plus ATP luminescence, 45 min; Potency, µM (series often up to 76.8 µM), for inactives: at the highest dose activity, negative = inhibition, usual class: inhibitors; Q57TT1; hit rate 0.12% among 410,000; AID 624173; also: potency is read from the fitted curve at half-maximal effect; nearly all actives have a fitted effect of over 50% in size
#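 Luminescent Kinase-Glo Plus end-point after 45 min room-temperature reaction of T. brucei pyruvate kinase started with 130 uM ADP (final). Buffer TEA 50 mM pH 7.2 with KCl, MgCl2, BSA, Tween-20; titration-based qHTS with fitted concentration-effect curves.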
# AmpC inh no detg: inhibitors of E. coli AmpC beta-lactamase without detergent; Potency, µM (titrated, usually from 57.1 µM), inactives show top-dose activity change, negative = inhibition, hits mostly inhibitors; P00811; hit rate 0.52% among 330,000; AmpC nitrocefin hydrolysis, absorbance 480 nm, 0.0001% Triton;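 also: potency is read from the fitted curve at half-maximal effect; plate controls were no compound for no effect and no enzyme for full effect; nearly all actives have a fitted effect of over 20% in size; some results filed as inactive show a strong effect at the top dose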
#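 20 mM phosphate pH 7.0 + 0.01% (detergent screen) or 0.0001% Triton X-100; 5.3 nM AmpC reagent; cpd preinc 15 min RT; nitrocefin (800 uM stock) to start; A480 q20 s × 4 min; Activity was normalised to no-enzyme and no-compound control wells.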
# LmPK inh: LmPK (Leishmania mexicana) enzyme inhibition; Q27686; purified LmPK, Kinase-Glo ATP luminescence, 1 h; Potency, µM (titrated, usually from 57.5 µM), for the others: top-dose activity change, negative = inhibition, actives largely listed as inhibitors; AID 1721; hit rate 0.37% among 290,000; also: potency is read from the fitted curve at half-maximal effect
# Target sequence (Q27686 whole entry, looked up): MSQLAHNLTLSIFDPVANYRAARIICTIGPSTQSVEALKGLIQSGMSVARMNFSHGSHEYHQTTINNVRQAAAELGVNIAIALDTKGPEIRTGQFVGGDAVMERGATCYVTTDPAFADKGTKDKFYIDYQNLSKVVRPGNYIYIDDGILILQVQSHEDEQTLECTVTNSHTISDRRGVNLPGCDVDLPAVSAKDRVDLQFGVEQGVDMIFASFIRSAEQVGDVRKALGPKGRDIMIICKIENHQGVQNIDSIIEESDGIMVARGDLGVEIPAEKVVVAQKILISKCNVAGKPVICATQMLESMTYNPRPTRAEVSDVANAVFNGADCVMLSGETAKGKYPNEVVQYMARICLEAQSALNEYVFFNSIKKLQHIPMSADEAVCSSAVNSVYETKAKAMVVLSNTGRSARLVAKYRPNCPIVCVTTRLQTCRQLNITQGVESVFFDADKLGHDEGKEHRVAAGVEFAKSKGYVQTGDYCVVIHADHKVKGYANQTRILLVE
#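 Pyruvate kinase activity monitored as ATP production (luciferase luminescence). Conditions: 0.1 nM enzyme, 0.5 mM PEP, 0.1 mM ADP, 1 h, RT; normalized against uninhibited and no-enzyme wells.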
# HCMV antiviral: blocks human cytomegalovirus replication. HFF cells, HCMV-luciferase reporter, 72 h; stronger effect = lower value. activity change, negative = inhibition, % at 57.5 µM. hit rate 4.5% among 410,000; in the data active = activity change below about -60%; inconclusive = no clear call, values can overlap the other calls; inactive = above about -39%
#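 Compounds were evaluated in HFFs infected with an HCMV luciferase reporter virus (MOI 1 PFU/cell). Luciferase in lysates collected 72 h post infection served as the replication measure.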
# * marks the source's active call; other numbers are inactive results; u = inconclusive; x = not tested or not shown; [ ] = remark or other dose. Unless noted, calls follow the shape of the dose curve; as a rule, active = well fitted curve in the direction sought with a large enough effect; inconclusive = small, poorly fitted or top-dose-only effect, or another doubt; inactive = no such curve, though single readings can be large; an effect the other way counts as inactive or inconclusive. Unless noted, % is scaled to controls: 0 for no effect and ±100 for the full control effect.
1) O=C(Nc1nc(-c2ccc(S(=O)(=O)N3CCCC3)cc2)cs1)C1COc2ccccc2O1 (stereo not given)
2) COc1cnc(-c2ccccc2)c(-c2ccccc2)n1
3) CCCSc1ccc([C@H]2N[C@@](Cc3ccccc3)(C(=O)OC)[C@H]3C(=O)N(CC)C(=O)[C@@H]23)cc1
4) COc1cc(NC(=O)c2cccs2)c(OC)cc1NC(=O)CCC(=O)Nc1ccc2ncccc2c1
5) CC(C(=O)NCCN1CCOCC1)c1ccc([N+](=O)[O-])cc1 (stereo not given)
6) CC(OC(=O)/C=C/c1ccco1)C(=O)NC1CCCCC1C (stereo not given)
7) O=C(CSc1nnc(-c2ccc3c(c2)OCCO3)o1)NC1CCCCC1
8) Cc1ccc(NC(=O)c2cnc(SCC(=O)NCC3CCCO3)n(C)c2=O)cc1C (stereo not given)
compound no.	1	2	3	4	5	6	7	8
Sm TGR block	5%	x	-7%	9%	-4%	45µM*	5%	-7%
AMA1 RON2 block	-3%	-5%	1%	-3%	-4%	4%	x	-8%
AmpC inh detg	-6%	x	-10%	6%	-10%	u	u	u
Tb PYK inh	-4%	-7%	2%	2%	-4%	-1%	x	-1%
AmpC inh no detg	-25%	x	11%	38%	-16%	-11%	56%	0%
LmPK inh	8%	x	x	1%	-3%	x	-1%	x
HCMV antiviral	u	-7	2	-13	-27	-10	x	5

# Reprinted from the part before: 3 entries; new compounds follow.
6) CC(OC(=O)/C=C/c1ccco1)C(=O)NC1CCCCC1C (stereo not given)
7) O=C(CSc1nnc(-c2ccc3c(c2)OCCO3)o1)NC1CCCCC1
8) Cc1ccc(NC(=O)c2cnc(SCC(=O)NCC3CCCO3)n(C)c2=O)cc1C (stereo not given)
9) Cc1ccc(S(=O)(=O)NCC(=O)N2CCC(C)CC2)cc1
10) Cc1nc(N/C(N)=N/S(=O)(=O)c2ccc([N+](=O)[O-])cc2)nc2ccccc12
11) C(=NN=C1c2ccccc2-c2ccccc21)c1ccc2c(c1)OCO2
12) COc1ccc(-c2csc(N(CC3CCCO3)C(=O)c3ccc(C)cc3)n2)cc1 (stereo not given)
13) CCOC(=O)C(=O)NN=C(c1ccccc1)c1ccccc1
14) CCOC(=O)c1c(NC(=O)Cn2c(C)nc3ccccc32)sc2c1CCC2
15) CCN(CC)CCN(Cc1cc2cc3c(cc2[nH]c1=O)OCCO3)C(=S)NC
16) COc1ccc(OCc2cccc(C(=O)Nc3cc(C)on3)c2)cc1
compound no.	6	7	8	9	10	11	12	13	14	15	16
Sm TGR block	45µM*	5%	-7%	5%	-2%	x	-35%	3%	0%	-18%	-3%
AMA1 RON2 block	4%	x	-8%	2%	-4%	-28%	-22%	41%[activator]	-6%	17%	6%
AmpC inh detg	u	u	u	u	-9%	x	u	1%	u	u	3%
Tb PYK inh	-1%	x	-1%	0%	3%	-8%	-18%	-5%	-1%	-3%	-16%
AmpC inh no detg	-11%	56%	0%	-14%	-34%	x	-21%	-17%	45%	-15%	-32%
LmPK inh	x	-1%	x	5%	3%	x	3%	-7%	2%	3%	-6%
HCMV antiviral	-10	x	5	u	9	8	-19	u	7	10	113

# Complete entries as entered above. Order of values: Sm TGR block, AMA1 RON2 block, AmpC inh detg, Tb PYK inh, AmpC inh no detg, LmPK inh, HCMV antiviral
# Profile of Cc1nc(N/C(N)=N/S(=O)(=O)c2ccc([N+](=O)[O-])cc2)nc2ccccc12 = -2%, -4%, -9%, 3%, -34%, 3%, 9
# Profile of C(=NN=C1c2ccccc2-c2ccccc21)c1ccc2c(c1)OCO2 = x, -28%, x, -8%, x, x, 8
# Profile of COc1ccc(OCc2cccc(C(=O)Nc3cc(C)on3)c2)cc1 = -3%, 6%, 3%, -16%, -32%, -6%, 113

# (continued)
17) O=C(O)COc1ccc(S(=O)(=O)N2CCCC2)cc1
18) COC1C/C(=N\O)C2OC(c3ccccc3)OCC2O1 (stereo not given)
19) COc1cc(CNC(=O)c2cc(-c3ccccc3)n[nH]2)cc(OC)c1OC
20) CCOc1ccc(NC(=O)CN(C)CC(=O)Nc2cc(Cl)ccc2C#N)cc1OCC
21) Cc1ccc(S(=O)(=O)N2CCCCC2C(=O)N(C)c2ccccc2)cc1 (stereo not given)
22) CCC(=O)Nc1nnc(-c2ccncc2)s1
23) O=C(CCNC(=O)c1ccccc1Cl)NCC(c1ccco1)N1CCCC1 (stereo not given)
24) CC1CC(C)CN(S(=O)(=O)c2cccc(C(=O)OCCN3CCCC3=O)c2)C1 (stereo not given)
compound no.	17	18	19	20	21	22	23	24
Sm TGR block	-6%	0%	-1%	-31%	-1%	-1%	3%	-15%
AMA1 RON2 block	-5%	27%	x	85%[activator]	13%	-3%	24%	5%
AmpC inh detg	u	u	5%	-5%	-12%	2%	-14%	-12%
Tb PYK inh	4%	18%	-9%	-5%	-6%	5%	-3%	-1%
AmpC inh no detg	-9%	-7%	x	46%	13%	-4%	-10%	93%[activator]
LmPK inh	0%	0%	x	1%	-6%	2%	x	-1%
HCMV antiviral	-24	-17	-19	151	4	-3	-20	-1

# Reprinted at random: four records from the list, in no set order.
10) Cc1nc(N/C(N)=N/S(=O)(=O)c2ccc([N+](=O)[O-])cc2)nc2ccccc12
19) COc1cc(CNC(=O)c2cc(-c3ccccc3)n[nH]2)cc(OC)c1OC
7) O=C(CSc1nnc(-c2ccc3c(c2)OCCO3)o1)NC1CCCCC1
3) CCCSc1ccc([C@H]2N[C@@](Cc3ccccc3)(C(=O)OC)[C@H]3C(=O)N(CC)C(=O)[C@@H]23)cc1
compound no.	10	19	7	3
Sm TGR block	-2%	-1%	5%	-7%
AMA1 RON2 block	-4%	x	x	1%
AmpC inh detg	-9%	5%	u	-10%
Tb PYK inh	3%	-9%	x	2%
AmpC inh no detg	-34%	x	56%	11%
LmPK inh	3%	x	-1%	x
HCMV antiviral	9	-19	x	2

# (continued)
25) CN(C(=O)CCc1nc2ccccc2c(=O)[nH]1)C1CCS(=O)(=O)C1 (stereo not given)
26) CN(C)C(=O)C#Cc1ccccc1
27) Cc1ccc(C(=O)NCC(=O)NCC(=O)OCC(=O)c2ccc([N+](=O)[O-])cc2)cc1
28) COc1cccc(C(=O)Oc2ccc(/C=N/NC(=O)c3ccncc3)cc2OC)c1
29) Nc1ccc(C2CCCc3nonc32)c2nonc12 (stereo not given)
30) COc1ccc(-c2cc3nc(C)c(CCC(=O)N4CCN(c5cccc(Cl)c5)CC4)c(C)n3n2)c(OC)c1
31) Cc1cc2c(cc1C)CSC(c1ccccc1OC(=O)C(C)(C)C)SC2
32) OC(CNCC1CCCO1)Cn1c2ccc(Br)cc2c2cc(Br)ccc21 (stereo not given)
33) Cc1nc2ccccc2n1CC(O)COC1CCCCC1 (stereo not given)
34) O=C(CSc1nnc2ccccn12)N1CCc2ccccc2C1
compound no.	25	26	27	28	29	30	31	32	33	34
Sm TGR block	0%	-7%	u	-5%	-6%	-2%	6%	19%	-3%	-5%
AMA1 RON2 block	3%	1%	-3%	1%	-14%	x	-15%	19%	0%	12%
AmpC inh detg	0%	-6%	-6%	-6%	-2%	-10%	-2%	7%	u	1%
Tb PYK inh	1%	6%	4%	6%	3%	0%	-5%	2%	-2%	-3%
AmpC inh no detg	-13%	27%	-21%	135%[activator]	-18%	x	-47%	139%[activator]	-1%	-12%
LmPK inh	x	2%	4%	-10%	7%	x	8%	5%	5%	-7%
HCMV antiviral	-14	-4	u	-3	-30	-2	u	2	-24	8
